Assay outcomes deposited in PubChem BioAssay by NCI.
Growth percent in the NCI-60 one-dose screen (48 h, 10 µM unless noted): 100 = growth as untreated, 0 = no growth, -100 = all killed.
SR = SR leukemia cells; AID 1794780; 8.7% of 73,000 active
MDA-MB-231 = MDA-MB-231 breast cancer; 5% of 81,000 active; AID 1794789
CCRF-CEM = CCRF-CEM leukemia; 7% of 77,000 active
MDA-MB-468 = MDA-MB-468 breast cancer. 8.5% of 78,000 active. AID 2202374
RPMI-8226 = RPMI-8226 leukemia cells; 7.5% of 77,000 active; AID 1794781
MCF7 = MCF7 breast cancer. 6.3% of 82,000 active. AID 1794796
K-562 = K-562 leukemia | 7.4% of 78,000 active
MOLT-4 = MOLT-4 leukemia cells. 6.9% of 80,000 active
* hit, by the source's call; & = joins results of further samples; [ ] = another dose, or the depositor's remark. How the source made its calls: active means growth percent below 10; inactive means the rest. Compounds as they come, and some 14% of all compounds hit somewhere here.

For F[C@H]1CCO[C@H](c2ccc3ccccc3c2)C1 the results were SR 116, MDA-MB-231 121, CCRF-CEM 113, MDA-MB-468 115, RPMI-8226 107, MCF7 95, K-562 101 and MOLT-4 106.
NC(CS)C(=O)NNc1n[nH]c(=S)n1N (configuration not stated) was read as SR 121, MDA-MB-231 101, CCRF-CEM 104, MDA-MB-468 92, RPMI-8226 106, MCF7 100, K-562 113 and MOLT-4 114.
For CCN(Cc1ccc(S(=O)(=O)O)cc1)c1ccccc1 the results were SR 123, MDA-MB-231 104, CCRF-CEM 112, RPMI-8226 109, MCF7 102, K-562 131 and MOLT-4 133.
`CCOc1n[nH]c(-c2ccccc2)n1` gave MDA-MB-231 87, CCRF-CEM 103, MDA-MB-468 113, RPMI-8226 102, MCF7 84, K-562 103 and MOLT-4 101.
`Cc1ccc(Oc2ccc(NC(=O)Cn3c(=O)ccn(CCCCCCCCOc4ccc(Br)cc4)c3=O)cc2)cc1` gave SR 43, MDA-MB-231 70, CCRF-CEM 64, MDA-MB-468 39, RPMI-8226 42, MCF7 42, K-562 41 and MOLT-4 56.
`CC(C)(C)CC(C)(C)n1nnnc1C(NC12CC3CC(CC(C3)C1)C2)c1c(F)cc(F)cc1F` (configuration not stated) gave SR 52, MDA-MB-231 81, CCRF-CEM 64, MDA-MB-468 45, RPMI-8226 48, MCF7 74, K-562 57 and MOLT-4 76.
Screening CCN(CC)CCNc1cc(OC)c(C)c2cccnc12 returned SR 73, MDA-MB-231 88, MDA-MB-468 88, RPMI-8226 87, MCF7 75, K-562 86 and MOLT-4 102.
`Cn1c2c(c3ccccc31)[C@H]1C(=O)N(c3ccccc3)C(=O)[C@H]1C[C@H]2c1ccco1` gave SR 102, MDA-MB-231 90, CCRF-CEM 96, MDA-MB-468 100, RPMI-8226 91, MCF7 94, K-562 93 and MOLT-4 84.
Screening CC(C)(CCl)c1ccccc1 returned SR 96, CCRF-CEM 100, MDA-MB-468 92, RPMI-8226 97, MCF7 97, K-562 93 and MOLT-4 110.
For CC1(C)OCC2OC3OC(C)(C)OC3C(OS(C)(=O)=O)C2O1 (configuration not stated) the results were SR 110, MDA-MB-231 103, CCRF-CEM 83, MDA-MB-468 113, RPMI-8226 96, MCF7 96, K-562 97 and MOLT-4 99.

Reprinted from the part before: two entries; new compounds follow.
Screening CC(C)(CCl)c1ccccc1 returned SR 96, CCRF-CEM 100, MDA-MB-468 92, RPMI-8226 97, MCF7 97, K-562 93 and MOLT-4 110.
For CC1(C)OCC2OC3OC(C)(C)OC3C(OS(C)(=O)=O)C2O1 (configuration not stated) the results were SR 110, MDA-MB-231 103, CCRF-CEM 83, MDA-MB-468 113, RPMI-8226 96, MCF7 96, K-562 97 and MOLT-4 99.
Screening Cc1c2c(c(C)c3c1oc1ccc(O)cc13)C(=O)N(CCO)C2=O returned SR 53, MDA-MB-231 78, CCRF-CEM 86, MDA-MB-468 94, RPMI-8226 92, MCF7 75, K-562 102 and MOLT-4 85.
Screening COc1cc(/C(C)=C(/c2ccc(O)cc2)c2ccc(Cl)cc2)ccc1F returned SR 34, MDA-MB-231 88, CCRF-CEM 66, MDA-MB-468 85, RPMI-8226 61, MCF7 105, K-562 50 and MOLT-4 74.
For C#COc1cccc(Nc2ncnc3cc(NC(=O)[C@@H](C)Cl)ccc23)c1 the results were SR 1.4*[6.25 µM], MDA-MB-231 25[6.25 µM], CCRF-CEM 3.1*[6.25 µM], MDA-MB-468 12[6.25 µM], RPMI-8226 -6.8*[6.25 µM], MCF7 12[6.25 µM], K-562 7.8*[6.25 µM] and MOLT-4 11[6.25 µM].
Screening O=C1N/C(=N\c2nnc(-c3ccc(O)cc3)s2)S/C1=C\c1ccc(Br)cc1 returned SR 93, MDA-MB-231 96, CCRF-CEM 97, MDA-MB-468 93, RPMI-8226 94, MCF7 88, K-562 111 and MOLT-4 103.
Screening N#C/C(=C\c1ccc([N+](=O)[O-])cc1)c1cc2ccccc2[nH]1 returned SR 60, MDA-MB-231 56, CCRF-CEM 33, MDA-MB-468 56, RPMI-8226 42, MCF7 53, K-562 29 and MOLT-4 50.
Screening COc1ccc(-c2c(C(=O)NS(C)(=O)=O)n(Cc3cccc(C(F)(F)F)c3)c3ccccc23)cc1 returned MDA-MB-231 96, CCRF-CEM 75, MDA-MB-468 87, RPMI-8226 81, MCF7 91, K-562 88 and MOLT-4 90.
`COc1cc2nc(SCc3cc(OC)c(OC)c(OC)c3)n(-c3ccc(Cl)cc3)c(=O)c2cc1OC` gave SR 75, MDA-MB-231 96, CCRF-CEM 98, MDA-MB-468 99, RPMI-8226 87, MCF7 93, K-562 85 and MOLT-4 94.
Screening CSc1nc(-c2cccc(NC(=O)/C=C/C(=O)O)c2)c(C#N)c(=O)n1C returned MDA-MB-231 107, CCRF-CEM 109, MDA-MB-468 109, RPMI-8226 103, MCF7 99, K-562 107 and MOLT-4 102.
For COc1cc2cc(NCc3cnn(C)c3C)nc(C)c2cc1OC the results were SR 84, MDA-MB-231 86, CCRF-CEM 101, MDA-MB-468 96, RPMI-8226 90, MCF7 89, K-562 97 and MOLT-4 102.
`Cc1cc(C)c2[nH]c(O)c(N=NC(=O)c3ccc(S(N)(=O)=O)cc3)c2c1` gave SR 102, MDA-MB-231 110, CCRF-CEM 99, MDA-MB-468 105, RPMI-8226 105, MCF7 92, K-562 101 and MOLT-4 102.

Ordered by length of the SMILES (smallest number first): some entries from above
Screening CC(C)(CCl)c1ccccc1 returned SR 96, CCRF-CEM 100, MDA-MB-468 92, RPMI-8226 97, MCF7 97, K-562 93 and MOLT-4 110.
Screening CCN(CC)CCNc1cc(OC)c(C)c2cccnc12 returned SR 73, MDA-MB-231 88, MDA-MB-468 88, RPMI-8226 87, MCF7 75, K-562 86 and MOLT-4 102.
For COc1cc2cc(NCc3cnn(C)c3C)nc(C)c2cc1OC the results were SR 84, MDA-MB-231 86, CCRF-CEM 101, MDA-MB-468 96, RPMI-8226 90, MCF7 89, K-562 97 and MOLT-4 102.
Screening Cc1c2c(c(C)c3c1oc1ccc(O)cc13)C(=O)N(CCO)C2=O returned SR 53, MDA-MB-231 78, CCRF-CEM 86, MDA-MB-468 94, RPMI-8226 92, MCF7 75, K-562 102 and MOLT-4 85.
Screening COc1cc(/C(C)=C(/c2ccc(O)cc2)c2ccc(Cl)cc2)ccc1F returned SR 34, MDA-MB-231 88, CCRF-CEM 66, MDA-MB-468 85, RPMI-8226 61, MCF7 105, K-562 50 and MOLT-4 74.
For C#COc1cccc(Nc2ncnc3cc(NC(=O)[C@@H](C)Cl)ccc23)c1 the results were SR 1.4*[6.25 µM], MDA-MB-231 25[6.25 µM], CCRF-CEM 3.1*[6.25 µM], MDA-MB-468 12[6.25 µM], RPMI-8226 -6.8*[6.25 µM], MCF7 12[6.25 µM], K-562 7.8*[6.25 µM] and MOLT-4 11[6.25 µM].
Screening CSc1nc(-c2cccc(NC(=O)/C=C/C(=O)O)c2)c(C#N)c(=O)n1C returned MDA-MB-231 107, CCRF-CEM 109, MDA-MB-468 109, RPMI-8226 103, MCF7 99, K-562 107 and MOLT-4 102.
Screening O=C1N/C(=N\c2nnc(-c3ccc(O)cc3)s2)S/C1=C\c1ccc(Br)cc1 returned SR 93, MDA-MB-231 96, CCRF-CEM 97, MDA-MB-468 93, RPMI-8226 94, MCF7 88, K-562 111 and MOLT-4 103.
`Cc1cc(C)c2[nH]c(O)c(N=NC(=O)c3ccc(S(N)(=O)=O)cc3)c2c1` gave SR 102, MDA-MB-231 110, CCRF-CEM 99, MDA-MB-468 105, RPMI-8226 105, MCF7 92, K-562 101 and MOLT-4 102.
`COc1cc2nc(SCc3cc(OC)c(OC)c(OC)c3)n(-c3ccc(Cl)cc3)c(=O)c2cc1OC` gave SR 75, MDA-MB-231 96, CCRF-CEM 98, MDA-MB-468 99, RPMI-8226 87, MCF7 93, K-562 85 and MOLT-4 94.
`CC(C)(C)CC(C)(C)n1nnnc1C(NC12CC3CC(CC(C3)C1)C2)c1c(F)cc(F)cc1F` (configuration not stated) gave SR 52, MDA-MB-231 81, CCRF-CEM 64, MDA-MB-468 45, RPMI-8226 48, MCF7 74, K-562 57 and MOLT-4 76.
Screening COc1ccc(-c2c(C(=O)NS(C)(=O)=O)n(Cc3cccc(C(F)(F)F)c3)c3ccccc23)cc1 returned MDA-MB-231 96, CCRF-CEM 75, MDA-MB-468 87, RPMI-8226 81, MCF7 91, K-562 88 and MOLT-4 90.

Next results follow.
`Nc1ccc(C2=NNC(=O)Cc3cc4c(cc32)OCCO4)c(Cl)c1` gave SR 90, MDA-MB-231 107, CCRF-CEM 100, RPMI-8226 104, MCF7 99 and MOLT-4 95.
Cc1ccc(/C=C(\C#N)c2cc3ccccc3n2C)cc1 was read as SR 25, MDA-MB-231 19, CCRF-CEM 14, MDA-MB-468 24, RPMI-8226 14, MCF7 18, K-562 15 and MOLT-4 22.
For Cc1ccccc1OCc1ccccc1Br the results were SR 95, MDA-MB-231 109, CCRF-CEM 94, MDA-MB-468 107, RPMI-8226 98, MCF7 110, K-562 99 and MOLT-4 95.
`CC1=CCC2C1CC=C(C)C(CC[C@H]1[C@@](C)(O)CCC3OC(C)(C)[C@H](OC(=O)c4ccccc4)CC[C@@]31C)C2(C)C` (some centres not stated) gave MDA-MB-231 88, CCRF-CEM 100, MDA-MB-468 65 and MCF7 75.
`CCOC(=O)c1ccc2c(c1)nc(-c1ccc(OCc3ccccc3)c(OC)c1)n2-c1cc(C(C)(C)C)[nH]n1` gave SR 69, MDA-MB-231 109, MDA-MB-468 77, RPMI-8226 69, MCF7 63, K-562 55 and MOLT-4 43.
CCCCCCCCNc1ccc(C(=O)OCC)cc1 was read as SR 82, MDA-MB-231 95, CCRF-CEM 92, RPMI-8226 93, MCF7 89, K-562 100 and MOLT-4 98.
`Oc1ccc(OCc2ccccc2)cc1` gave SR 66&69&167, MDA-MB-231 52&72&102, CCRF-CEM 102&64, MDA-MB-468 94&100&82, RPMI-8226 102&86, MCF7 87&79&112, K-562 86&90 and MOLT-4 64&62&121.
For COc1ccc(/C=C2\C(=N)N=C(SCc3nc4ccccc4[nH]3)NC2=O)cc1 the results were SR 103, MDA-MB-231 105, CCRF-CEM 95, MDA-MB-468 119, RPMI-8226 96, MCF7 99, K-562 112 and MOLT-4 104.
Screening CC(=O)/C=C/C1=C(C)CCC(=O)C1(C)C returned SR 82, MDA-MB-231 105, CCRF-CEM 111, MDA-MB-468 113, RPMI-8226 112, MCF7 96, K-562 104 and MOLT-4 91.
Screening CCOC(=O)C(CNc1ccc(OCc2ccccc2)cc1)NC(=O)c1ccccc1 (configuration not stated) returned SR 85, MDA-MB-231 87, CCRF-CEM 91, MDA-MB-468 104, RPMI-8226 82, MCF7 87, K-562 83 and MOLT-4 94.
`O=C1C(=O)c2ccccc2C(O)=C1CCCc1ccc(C2CCCCCC2)cc1` gave SR 38, MDA-MB-231 68, CCRF-CEM 35, MDA-MB-468 5.9*, MCF7 26, K-562 24 and MOLT-4 49.
`O=C1Nc2ccc([N+](=O)[O-])cc2/C1=C\c1cccs1` gave SR 111, MDA-MB-231 104, MDA-MB-468 66, RPMI-8226 113, MCF7 87, K-562 100 and MOLT-4 103.
For CC(C)(C)C(=O)C1CC(C#N)=C2C=Cc3c(ccc4ccccc34)N21 (configuration not stated) the results were SR 94, MDA-MB-231 81, CCRF-CEM 91, MDA-MB-468 96, RPMI-8226 75, MCF7 63, K-562 85 and MOLT-4 82.
For O=C1NCC(c2ccccc2)(c2ccccc2)C(=O)N1 the results were SR 114, MDA-MB-231 95, CCRF-CEM 90, MDA-MB-468 101, RPMI-8226 104, MCF7 98, K-562 128 and MOLT-4 111.
For COc1ccc(C2CC(c3ccc(Nc4ccnc5cc(Cl)ccc45)cc3)=NN2C(C)=O)cc1 (configuration not stated) the results were SR -9.5*, MDA-MB-231 81, CCRF-CEM 47, MDA-MB-468 65, RPMI-8226 34, MCF7 56, K-562 32 and MOLT-4 41.
Screening O=S(=O)(Cc1ccccc1)C(CCCc1ccccc1)S(=O)(=O)Cc1ccccc1 returned MDA-MB-231 89, CCRF-CEM 77, MDA-MB-468 86, RPMI-8226 83, MCF7 100, K-562 74 and MOLT-4 71.
`COc1cc(-c2nc(NC(C)=O)sc2-c2ccnc(NCCNS(=O)(=O)c3ccccc3)n2)ccc1Cl` gave SR 13, MDA-MB-231 35, CCRF-CEM 13, MDA-MB-468 21, RPMI-8226 14, MCF7 14, K-562 14 and MOLT-4 16.
`Nc1ncnc2c1cnn2-c1ccc(Cl)cc1` gave SR 93, MDA-MB-231 90, CCRF-CEM 107, MDA-MB-468 85, RPMI-8226 99, MCF7 84, K-562 99 and MOLT-4 92.
COc1cc2cc(Oc3ccc(NC(=O)Nc4ccc(Cl)c(C(F)(F)F)c4)cc3)c(C)nc2cc1OCCN1CCCCC1 was read as SR -16*, MDA-MB-231 -87*, CCRF-CEM 3.9*, MDA-MB-468 -72*, MCF7 -86*, K-562 -48* and MOLT-4 -37*.
CCN1[C@@H]2CC[C@H]1/C(=C\c1ccc(C)cc1)C1=C2[C@@H](c2ccc(C)cc2)C(C#N)=C(N)O1 was read as SR 64, MDA-MB-231 95, CCRF-CEM 80, MDA-MB-468 69, RPMI-8226 63, MCF7 87, K-562 56 and MOLT-4 69.
CCC(=O)OC1CCCCC1C(C)CC (configuration not stated) was read as SR 95, MDA-MB-231 105, CCRF-CEM 103, MDA-MB-468 105, RPMI-8226 105, MCF7 95, K-562 95 and MOLT-4 103.
For O=C1OC2(c3ccc(O)cc3Oc3cc(O)ccc32)c2ccccc21 the results were SR 102, MDA-MB-231 102&106, CCRF-CEM 100&108, MDA-MB-468 103&116, RPMI-8226 100&113, MCF7 95&96, K-562 110 and MOLT-4 103.
Screening CC(C)C[C@@H]1NC(=O)[C@H](Cc2ccccc2)NC(=O)[C@@H]2CCCN2C(=O)[C@H]([C@@H](C)O)NC(=O)[C@@H]2CCCN2C(=O)[C@H](Cc2ccc(O)cc2)NC(=O)[C@@H]2CCCN2C(=O)[C@H](Cc2ccccc2)NC(=O)[C@@H]2CCCN2C(=O)[C@H](CC(C)C)NC1=O returned SR 113, MDA-MB-231 108, CCRF-CEM 101, RPMI-8226 104, MCF7 102, K-562 124 and MOLT-4 122.
